M. tuberculosis HTS: M. tuberculosis growth inhibition, HTS (AID 449762) | inhibition, % at 25 µM; hits with a dose series show IC50 in µM | M. tuberculosis H37Rv growth inhibition, 7H9 media; higher % means a stronger effect | 330,000 tested, 0.59% active; in the data active = a potency from the dose series; inconclusive = inhibition above about 70% without an active follow-up result;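 also: bacterial growth assessed after seven days of incubation; strong numbers were not always called active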
Salmonella PhoP GFP: Inhibition of PhoP regulon, Salmonella typhi GFP reporter cells, confirmation, 4 h (AID 1850); Salmonella Typhi PhoP-promoter GFP reporter, fluorescence, 4 h; higher % means a stronger effect; inhibition, % at 50 µM; hits with a dose series show IC50 in µM; 310,000 tested, 0.33% active; in the data active = a potency from the dose series; inconclusive = inhibition mostly from about 25% at the one dose, without a potency; inactive = the rest, 99 in 100 with inhibition below about 19%;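 also: 0% = induced wells with vehicle and 100% = uninduced wells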
M. tuberculosis: growth inhibition of non-replicating M. tuberculosis (AID 488890); Mycobacterium tuberculosis non-replicating, growth inhibition; higher % means a stronger effect; inhibition, % at 25 µM; hits with a dose series show IC50 in µM; 320,000 tested, 0.39% active; in the data active = a potency from the dose series; inconclusive = inhibition mostly from about 82% at the one dose, without a potency; inactive = the rest, 99 in 100 with inhibition below about 76%;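 also: plate controls were DMSO cells for no effect and high antibiotic wells for full effect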
VEEV TC-83 Vero: inhibitors of VEEV TC-83 cytopathic effect, confirmation, Vero cells (AID 588727); Vero cells, VEEV TC-83 cytopathic effect inhibition; higher % means a stronger effect; 350,000 tested, 0.13% active; one-dose inhibition, % at 20 µM; IC50 in µM for titrated hits; in the data active = a potency from the dose series; inconclusive = inhibition mostly from about 14% at the one dose, without a potency; inactive = the rest, 99 in 100 with inhibition below about 12%; also: strong numbers were not always called active
influenza NS1A: H1N1 influenza NS1A inhibitors, functional cell based assay (AID 504329); 340,000 tested, 0.3% active; NS1A functional cell-based assay, percent inhibition; higher % means a stronger effect; inhibition, % at 12.5 µM, or IC50 in µM where a hit was titrated; in the data active = a potency from the dose series; inconclusive = inhibition above about 27% without an active follow-up result; also: strong numbers were not always called active
VEEV TC-83 Vero 10K pilot screen: recorded beside VEEV TC-83 Vero, whose call it bears; inhibition, %; measured here: 10K pilot screen inhibition
Starred values were filed as active, the others as inactive; i = inactive; u = inconclusive; x = no result given.

SMILES	M. tuberculosis HTS	Salmonella PhoP GFP	M. tuberculosis	VEEV TC-83 Vero	influenza NS1A	others
CCOC(=O)C(NC(=O)c1ccccc1)(OCc1ccccc1)C(F)(F)F (centres undefined)	8.2%	-4.3%	14.5%	i	-10.0%
O=c1[nH]ncc2c3ccccc3n(Cc3ccccc3)c12	0.4%	5.9%	-2.1%	1.0%	-2.0%
CCc1nc2ccc(C)cc2c(C(=O)NC2CCCCC2C)c1C (centres undefined)	5.1%	-2.2%	29.3%	i	-7.5%
O=C(NC1CCCCC1)C1CCC(=O)N(Cc2cccc(C(F)(F)F)c2)C1 (centres undefined)	-8.6%	-16.0%	6.3%	2.2%	-10.5%
C=CCc1c(C)nn(CC(=O)O)c1-c1ccccc1	-6.6%	0.1%	-7.1%	9.7%	-6.4%
COC(=O)N(NC(=O)C(O)(c1ccccc1)c1ccccc1)c1ccc(C)cc1	-2.0%	-2.8%	-6.1%	0.6%	-1.1%
CN(/C=C/C(=O)C(F)(F)F)Cc1ccccc1	-1.2%	-9.2%	17.6%	1.4%	1.6%
NC1=C(c2ccccc2)C(=O)NC1=O	7.8%	-10.4%	4.6%	i	16.4%
NC(=S)N/N=C/c1coc2c(ccc3ccccc32)c1=O	-0.7%	-4.8%	73.4%	3.1%	-5.8%
O=c1ccc(-c2ccc(S(=O)(=O)N3CCN(c4cccc(Cl)c4)CC3)o2)n[nH]1	8.5%	-31.4%	11.2%	i	1.3%
Cc1ccc(S(=O)(=O)NCC(=O)N2CCCC2)cc1	-10.1%	14.4%	-7.5%	3.3%	-0.5%
COc1cccc(CNC(=O)C2CCCN(S(=O)(=O)c3cnc[nH]3)C2)c1 (centres undefined)	3.3%	-4.9%	6.3%	i	-2.1%
CCOC(=O)c1sc(NC(=O)c2ccco2)nc1-c1ccccc1	-6.0%	-6.5%	x	2.0%	26.1%
O=C(CCNC(=O)c1ccccc1)NNC(=O)c1ccc(F)cc1	-0.6%	x	1.8%	1.4%	-1.2%
CCOC(=O)c1oc2cc(O)c(CC)cc2c(=O)c1-c1ccc2c(c1)OCCO2	-5.0%	-7.2%	10.0%	11.5%	7.6%
Cc1cccc(Nc2nnc(SC(C)C(=O)NC3CC3)s2)c1 (centres undefined)	-7.6%	x	21.7%	0.3%	-2.4%
COc1ccc(OC)c(CC(=O)N(C)C2CCCN(Cc3ccccc3F)C2)c1 (centres undefined)	-5.3%	-10.7%	7.3%	3.0%	-2.6%
Cc1ccc(C)c(NC(=O)NNC(=O)c2ccc3ccccc3c2O)c1	-1.3%	-11.9%	-14.9%	0.8%	9.8%
CC(C)CNC(=O)c1cnn2c(C(F)(F)F)cc(C(F)(F)F)nc12	-2.0%	-1.2%	-14.7%	0.5%	x
O=C(CO/N=C/c1ccccc1OC(F)F)NCc1cccs1	-1.8%	-5.5%	4.7%	3.3%	4.9%
CC(Oc1ccccc1)C(=O)N1CCC2(CC1)Oc1ccc(F)cc1C(=O)C21CC(c2cccnc2)=NO1 (centres undefined)	46.0%	9.2%	11.1%	0.8%	3.6%
O=C(CNS(=O)(=O)c1ccc(Br)cc1)N1CCN(Cc2ccccc2)CC1	4.5%	11.8%	-5.3%	0.9%	-20.9%
COc1ccc(-c2noc(CCC(=O)NCCc3ccccc3)n2)cc1OC	1.0%	2.1%	2.0%	i	-20.6%
CCCCn1c(SCC(=O)NCC2CCCO2)nc2ccc(N3CCOCC3)cc2c1=O (centres undefined)	-9.2%	-5.7%	15.7%	0.1%	-1.3%
CC12CCC(=O)C=C1C=CC1C2CCC2(C)C(O)CCC12 (centres undefined)	x	x	x	7.7%	-2.4%
COc1ccccc1NC(C)C(=O)N/N=C/c1cccs1 (centres undefined)	7.9%	2.4%	9.8%	1.4%	-0.2%	VEEV TC-83 Vero 10K pilot screen=0.9
COc1cc2c(cc1OC)CN(C(=S)Nc1c(C)cccc1C)CC2	-4.0%	2.5%	-21.8%	i	-3.7%
COC(=O)CC1C(=O)NCCN1C(=O)c1ccccc1 (centres undefined)	-6.1%	-1.7%	-26.6%	0.6%	-13.2%
Cc1c(Cl)cccc1NC(=O)COc1ccc(S(=O)(=O)N2CCOCC2)cc1	0.1%	6.1%	-0.7%	4.5%	9.3%	VEEV TC-83 Vero 10K pilot screen=1.8
Cc1c(NC(=O)COC(=O)C23CC4CC(CC(O)(C4)C2)C3)c(=O)n(-c2ccccc2)n1C	-4.7%	-0.4%	-10.8%	1.9%	3.0%

Arranged by formula weight (ascending): five of the compounds above
SMILES	M. tuberculosis HTS	Salmonella PhoP GFP	M. tuberculosis	VEEV TC-83 Vero	influenza NS1A	others
NC1=C(c2ccccc2)C(=O)NC1=O	7.8%	-10.4%	4.6%	i	16.4%
NC(=S)N/N=C/c1coc2c(ccc3ccccc32)c1=O	-0.7%	-4.8%	73.4%	3.1%	-5.8%
COc1cccc(CNC(=O)C2CCCN(S(=O)(=O)c3cnc[nH]3)C2)c1 (centres undefined)	3.3%	-4.9%	6.3%	i	-2.1%
CCOC(=O)C(NC(=O)c1ccccc1)(OCc1ccccc1)C(F)(F)F (centres undefined)	8.2%	-4.3%	14.5%	i	-10.0%
CC(Oc1ccccc1)C(=O)N1CCC2(CC1)Oc1ccc(F)cc1C(=O)C21CC(c2cccnc2)=NO1 (centres undefined)	46.0%	9.2%	11.1%	0.8%	3.6%

The main list resumes, starting 2 compounds before the break.
SMILES	M. tuberculosis HTS	Salmonella PhoP GFP	M. tuberculosis	VEEV TC-83 Vero	influenza NS1A	others
Cc1c(Cl)cccc1NC(=O)COc1ccc(S(=O)(=O)N2CCOCC2)cc1	0.1%	6.1%	-0.7%	4.5%	9.3%	VEEV TC-83 Vero 10K pilot screen=1.8
Cc1c(NC(=O)COC(=O)C23CC4CC(CC(O)(C4)C2)C3)c(=O)n(-c2ccccc2)n1C	-4.7%	-0.4%	-10.8%	1.9%	3.0%
COc1ccc(C2/C(=C(\O)c3ccc4c(c3)OCCO4)C(=O)C(=O)N2CCCN(C)C)cc1 (centres undefined)	-7.3%	0.0%	-7.8%	i	-0.4%	VEEV TC-83 Vero 10K pilot screen=0.1
C(=C\c1nccc2c1[nH]c1ccccc12)/c1ccccc1	28.5µM*	-3.5%	45.1%	3.4%	-32.4%
O=C(N[C@H](CO)[C@H](O)c1ccc([N+](=O)[O-])cc1)C(Cl)Cl	u	4.85µM*	-7.0%	2.8%	-11.2%
CCOc1ccc(C2/C(=C(\O)c3cccc(OC)c3)C(=O)C(=O)N2c2ccccn2)cc1OC (centres undefined)	-6.3%	8.1%	3.5%	1.5%	-20.2%
Cc1ccc2oc(/N=C(\N)NC(=O)C3CC3)nc2c1	-1.6%	-7.0%	1.3%	9.2%	-0.6%
COc1cc(NS(C)(=O)=O)c(OC)cc1NC(=O)c1ccccc1	-13.2%	-4.9%	0.8%	5.3%	2.1%
CCCN(CCC)CCN1C(=O)C2C(C(=O)Nc3cccc(SC)c3)C3C=CC2(O3)C1C(=O)NC1CCCCC1 (centres undefined)	-5.8%	-16.7%	11.2%	i	-5.4%
COc1ccc(N(CC(=O)NCCSC(C)(C)C)S(C)(=O)=O)c(OC)c1	-6.6%	7.2%	-4.1%	0.6%	-6.1%
O=S(=O)(Nc1cc(C(F)(F)F)ccc1N1CCOCC1)c1ccc2ccccc2c1	-0.6%	-5.2%	0.1%	0.4%	-2.2%
CCN(CC)CCn1c2c(c(SCC(=O)Nc3cccc4ccccc34)nc1=O)CCCC2	-5.7%	0.6%	-8.0%	3.8%	0.4%
c1ccc(-c2nc(NCCCN3CCOCC3)c3ccccc3n2)cc1	2.4%	10.1%	-4.1%	8.1%	7.2%
COc1ccc(N2C(=O)CC(N3CCN(S(=O)(=O)c4cc(C)ccc4C)CC3)C2=O)cc1 (centres undefined)	-1.8%	-4.2%	4.2%	1.2%	-20.6%
Cc1cc(C)c(NC(=O)NC(=O)C(Cl)(Cl)Cl)c(C)c1	5.0%	10.2%	9.4%	i	3.8%
CCOc1ccc(N(Cc2cc3cc(OC)ccc3[nH]c2=O)C(=O)C2CCCO2)cc1 (centres undefined)	-10.8%	-3.7%	15.5%	8.3%	-4.1%
CCN(CC)c1ccc(CNc2nc3ccccc3n2C(C)C)cc1	-1.1%	-0.6%	0.8%	1.2%	5.2%
CCCc1nc2sc3c(c2c(=O)[nH]1)CCCC3	-5.3%	-10.8%	2.7%	1.2%	-0.9%
CC(C)NC(=S)N/N=C/c1ccccc1[N+](=O)[O-]	9.9%	-1.1%	38.1%	0.8%	-1.4%
COc1ccc(N2CCN(C(=O)c3ccc(OCC4CCCO4)cc3)CC2)cc1 (centres undefined)	-4.9%	-13.7%	-3.1%	i	6.0%
Cc1ccc(NC(=O)CCC(=O)NNC(=O)c2cccs2)cc1C	x	x	x	4.3%	-5.2%
Cc1ccccc1NC(=O)C(=O)c1cn(C)c2ccccc12	2.5%	9.3%	3.9%	0.6%	6.7%
Cc1cc(C(=O)NC(C)c2ccccc2)c2cc(F)ccc2n1 (centres undefined)	-4.1%	1.7%	0.8%	0.7%	-15.1%
O=C(c1cccnc1)N1CCN(S(=O)(=O)c2ccc(S(=O)(=O)N3CCCC3)cc2)CC1	0.4%	7.9%	1.3%	i	-2.1%
O=C1OC(C(=O)Nc2nccs2)Cc2ccccc21 (centres undefined)	-6.3%	-8.0%	-10.9%	1.1%	-4.5%
COc1ccc(Cl)cc1S(=O)(=O)N1CCN(c2ccc(F)cc2)CC1	5.4%	-0.9%	0.9%	3.9%	-0.2%
C/C(=N\NS(=O)(=O)c1c(C)cc(C)cc1C)c1ccncc1	-0.7%	-7.8%	0.3%	5.2%	-6.0%
O=C(CSc1ccccc1)N[C@@H](Cc1ccccc1)C(=O)O	-4.7%	11.7%	-23.2%	8.8%	-2.7%
O=C1CC(=O)N(Cc2ccco2)C(=O)N1	-6.0%	-3.0%	-4.9%	1.9%	13.0%
COc1ccc(NC(=O)CSc2nnc3ccc(-c4ccccn4)nn23)cc1	-14.8%	0.9%	-14.8%	3.7%	-2.8%
O=C(C1=C[C@@H](c2coc3ccccc3c2=O)C[C@@H](OCc2ccc(CO)cc2)O1)N1CCN(Cc2ccc3c(c2)OCO3)CC1	-1.4%	-17.8%	33.5%	8.1%	-7.3%
Cc1cc(S(=O)(=O)Nc2ccc3ccccc3c2)c(C)s1	5.6%	3.6%	21.7%	i	-10.7%
COc1ccc(CNCc2cc(Cl)ccc2O)cc1	4.1%	-6.6%	64.1%	i	-9.2%
O=C(COC(=O)c1cc([N+](=O)[O-])ccc1N1CCOCC1)Nc1cccc(F)c1	-0.1%	-1.3%	16.5%	1.1%	-2.1%
O=C(Nc1ccc(N2CCN(C(=O)c3ccccc3)CC2)cc1)c1cccs1	-0.2%	10.1%	10.6%	2.2%	-1.7%
Cc1ccc(C(=O)Cn2cc([N+](=O)[O-])nc2C)cc1	0.7%	6.4%	-8.5%	1.2%	7.0%
CCOc1ccc(CCNC(=O)CCn2nc(C)c3c(C)n(-c4ccccc4)nc3c2=O)cc1	-13.8%	-3.1%	x	i	-9.8%

High-throughput results from PubChem.
